Assay outcomes deposited in PubChem by Johns Hopkins Ion Channel Center.
Kir21 inh: inhibitors of mouse Kir2.1 inward-rectifier potassium channel; 0.85% of 310,000 active; HEK293-Kir2.1, FluxOR thallium flux fluorescence; stronger effect = lower value; B-score at 10 µM; P35561; AID 1672;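 active = fluorescence ratio B-score at or below minus 3 SD of library scores, with starting-brightness B-score within 2 SD, cut at about -4.2 in these data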;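 note: channel flux triggered by added potassium and thallium sulfate stimulus; B-score of peak minus minimum fluorescence over baseline after thallium stimulus; more negative B-score means stronger Kir2.1 block with less thallium influx; some compounds called inactive have numbers as strong as hits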
Target sequence (P35561 whole entry, looked up): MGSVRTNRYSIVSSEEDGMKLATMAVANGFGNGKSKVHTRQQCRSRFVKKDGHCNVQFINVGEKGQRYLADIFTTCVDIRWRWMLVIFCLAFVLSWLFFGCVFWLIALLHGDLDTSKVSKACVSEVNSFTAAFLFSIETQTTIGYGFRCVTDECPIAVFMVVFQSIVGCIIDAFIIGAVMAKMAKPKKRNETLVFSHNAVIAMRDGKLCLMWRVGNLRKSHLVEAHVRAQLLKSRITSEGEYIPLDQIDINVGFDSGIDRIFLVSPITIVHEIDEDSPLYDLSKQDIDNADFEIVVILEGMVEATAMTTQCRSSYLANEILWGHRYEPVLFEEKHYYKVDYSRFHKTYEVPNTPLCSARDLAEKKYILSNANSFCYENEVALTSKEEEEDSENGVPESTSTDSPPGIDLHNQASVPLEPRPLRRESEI
KCNQ2 block: KCNQ2 potassium channel inhibitors, primary screen, cell-based, CHO-K1, FluxOR thallium flux, B-score (AID 2156); 1.1% of 310,000 active; 20 min; stronger effect = lower value; B-score at 10 µM;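 active = fluorescence ratio B-score at most minus 3 library SDs, with starting brightness B-score within 2 library SDs, cut at about -5.5 in these data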
An asterisk follows results filed as active. Random draw from the library; overall some 1.9% were active at least once.

Screening COC(=O)c1cc(C)nc(Sc2ccccc2N)n1 returned Kir21 inh -0.53 and KCNQ2 block inactive.
For O=C(O)C1CCCN(CCC=C(c2ccccc2)c2ccccc2)C1 (stereo not given) the results were Kir21 inh -0.6 and KCNQ2 block inactive.
For Cc1ccc(/C(N)=N/OC(=O)C23CC4CC(CC(C4)C2)C3)cc1 the results were Kir21 inh -0.44 and KCNQ2 block inactive.
For O=C(O)c1ccc(COCC(F)(F)F)cc1 the results were Kir21 inh 2.4 and KCNQ2 block inactive.
`O=C(CSc1nc2ncccc2[nH]1)NCCc1ccccc1` gave Kir21 inh -0.04 and KCNQ2 block inactive.
COc1ccc(CC(=O)N/N=C/c2cccs2)cc1OC was read as Kir21 inh -2 and KCNQ2 block inactive.
For COc1ccc([N+](=O)[O-])cc1-c1nc2ccccc2nc1-c1ccccc1 the results were Kir21 inh -1.6 and KCNQ2 block inactive.
Screening O=C(Nc1cccc(F)c1)NC1CCCc2ccccc21 (stereo not given) returned Kir21 inh 0.25 and KCNQ2 block -5.6*.
Screening CCOC(=O)c1cc(C#N)c(Nc2ccccc2OC)nc1C(F)(F)F returned Kir21 inh -1.2 and KCNQ2 block inactive.
For Cc1ccccc1N(CC(=O)NC1CCCC1)C(=O)CS(=O)CC(=O)Nc1ccc2c(c1)OCO2 (stereo not given) the results were Kir21 inh 0.33 and KCNQ2 block inactive.
`CC/C(=C/c1sc2ccccc2[n+]1CC)SC` gave Kir21 inh -0.16 and KCNQ2 block inactive.
For C=CCc1ccccc1OCC(=O)O the results were Kir21 inh -0.22 and KCNQ2 block inactive.
CN1CCN(c2ccc(S(=O)(=O)N3CCCCC3)cn2)CC1 was read as Kir21 inh -0.35 and KCNQ2 block inactive.
COc1ccc(CCNC(=O)CSc2nnc(-c3cccc(F)c3)o2)cc1OC was read as Kir21 inh 1.5 and KCNQ2 block inactive.
Cc1ccc(C(=O)NCC(=O)OCCOc2ccccc2Cl)cc1 was read as Kir21 inh 1.8 and KCNQ2 block inactive.

Compounds listed so far that contain nitrogen in an aromatic ring, in the order listed:
Screening COC(=O)c1cc(C)nc(Sc2ccccc2N)n1 returned Kir21 inh -0.53 and KCNQ2 block inactive.
`O=C(CSc1nc2ncccc2[nH]1)NCCc1ccccc1` gave Kir21 inh -0.04 and KCNQ2 block inactive.
For COc1ccc([N+](=O)[O-])cc1-c1nc2ccccc2nc1-c1ccccc1 the results were Kir21 inh -1.6 and KCNQ2 block inactive.
Screening CCOC(=O)c1cc(C#N)c(Nc2ccccc2OC)nc1C(F)(F)F returned Kir21 inh -1.2 and KCNQ2 block inactive.
`CC/C(=C/c1sc2ccccc2[n+]1CC)SC` gave Kir21 inh -0.16 and KCNQ2 block inactive.
CN1CCN(c2ccc(S(=O)(=O)N3CCCCC3)cn2)CC1 was read as Kir21 inh -0.35 and KCNQ2 block inactive.
COc1ccc(CCNC(=O)CSc2nnc(-c3cccc(F)c3)o2)cc1OC was read as Kir21 inh 1.5 and KCNQ2 block inactive.

More results
`CCC(=O)OCCn1c(=O)c2ccccc2c2ccccc2c1=O` gave Kir21 inh -0.67 and KCNQ2 block inactive.
For COc1ccc(-c2cc([C@H]3[C@@H]4C=CCC[C@@]4(C)C(=O)N3Cc3ccccc3)ccc2F)cc1OC the results were Kir21 inh 0.79 and KCNQ2 block inactive.
Cc1cccc(C)c1NC(=O)CN(C)CC(=O)Nc1ccccc1Br was read as Kir21 inh -0.04 and KCNQ2 block inactive.
`Cc1ccccc1C(=O)NC(=S)Nc1ncccn1` gave Kir21 inh -1.9 and KCNQ2 block inactive.
Screening Cn1c(SCC(=O)NCc2ccc3c(c2)OCO3)nnc1-c1cccs1 returned Kir21 inh 1.2 and KCNQ2 block inactive.
CCOCCCNC(=O)CSc1ccccc1 was read as Kir21 inh 0.49 and KCNQ2 block inactive.
CCC(=O)Nc1ccc(S(=O)(=O)NCC2CCCO2)cc1 (stereo not given) was read as Kir21 inh -0.97 and KCNQ2 block inactive.
CCOC(=O)C1CCCN(CC(=O)Nc2c(F)c(F)c(F)c(F)c2F)C1 (stereo not given) was read as Kir21 inh 0.53 and KCNQ2 block inactive.
Screening O=C(NCc1ccc2c(c1)OCO2)C1COc2ccccc2O1 (stereo not given) returned Kir21 inh 1.4 and KCNQ2 block inactive.
CC(=O)c1cnc2c(-c3ccccc3)c(C)nn2c1C was read as Kir21 inh -0.01 and KCNQ2 block inactive.
`CCOc1ccc2nc(SCC(=O)NC3CC3)sc2c1` gave Kir21 inh 0.91 and KCNQ2 block inactive.
Screening CCOC(=O)CN1CC23C=CC(O2)C(C(=O)NC2CCCC2)C3C1=O (stereo not given) returned Kir21 inh 0.46 and KCNQ2 block inactive.
Screening O=C(OC1CCOC1=O)C1CCN(S(=O)(=O)c2ccc(Cl)c(C(F)(F)F)c2)CC1 (stereo not given) returned Kir21 inh 1 and KCNQ2 block inactive.
Cc1cc(Nc2nc3ccccc3nc2Cl)n(-c2ccccc2)n1 was read as Kir21 inh -0.04 and KCNQ2 block inactive.
Screening O=C1N(Cc2cccc(Cl)c2)C[C@@H]2C[C@@H](c3cccc4cccnc34)N3CCC[C@@]123 returned Kir21 inh -1.4 and KCNQ2 block inactive.

Nothing new here: an excerpt of the list.
Cc1cc(Nc2nc3ccccc3nc2Cl)n(-c2ccccc2)n1 was read as Kir21 inh -0.04 and KCNQ2 block inactive.
Screening O=C1N(Cc2cccc(Cl)c2)C[C@@H]2C[C@@H](c3cccc4cccnc34)N3CCC[C@@]123 returned Kir21 inh -1.4 and KCNQ2 block inactive.

Following part:
C=CCOC(=O)C1=C(C)NC(=O)NC1c1cn(-c2ccccc2)nc1-c1cccs1 (stereo not given) was read as Kir21 inh 1.6 and KCNQ2 block inactive.
For CCc1ccccc1N(CC(=O)NCc1ccc(OC)cc1)C(=O)CCC(=O)Nc1ccccn1 the results were Kir21 inh -0.41 and KCNQ2 block inactive.
Screening CCN(CC)CCN(C)c1ccc(N2C(=O)C3CC=CCC3C2=O)cc1[N+](=O)[O-] (stereo not given) returned Kir21 inh 2.3 and KCNQ2 block inactive.
For CCOC(=O)c1cccc(NC(=O)CSc2nnc(-c3cccnc3)n2CC)c1 the results were Kir21 inh 0.56 and KCNQ2 block inactive.
Screening COc1cc2c(cc1OC)C(Cc1ccc(O)cc1)N(C)CC2 (stereo not given) returned Kir21 inh -1.8 and KCNQ2 block inactive.
O=C(NN1C(=O)/C(=C\c2ccc(O)c([N+](=O)[O-])c2)SC1=S)c1ccccc1Cl was read as Kir21 inh 1.4 and KCNQ2 block inactive.
For COc1ccc(N2CCN(C(=O)c3ccc(S(=O)(=O)N4CCCC4)cc3)CC2)cc1 the results were Kir21 inh 1.1 and KCNQ2 block inactive.
`COc1ccc(/C(C)=N/NC(=O)CNC(=O)c2cccs2)cc1OC` gave Kir21 inh 0.09 and KCNQ2 block inactive.
Screening COCCOC(=O)C1=C(C)NC(=S)NC1c1cccs1 (stereo not given) returned Kir21 inh -0.25 and KCNQ2 block inactive.
For Cc1nc(C(=O)NC(C)C)nn1-c1cc(Cl)cc(Cl)c1 the results were Kir21 inh 0.55 and KCNQ2 block inactive.
Screening O=C(Nc1ccccc1)C1CC(=O)N(C2CCCCC2)C1 (stereo not given) returned Kir21 inh 0.69 and KCNQ2 block inactive.
Screening CCc1ccc(C)[n+](CC(=O)c2cccs2)c1 returned Kir21 inh -1.2 and KCNQ2 block inactive.
Screening COC(=O)c1cc(Br)ccc1-c1ccc(/C=N/n2nnnc2N)o1 returned Kir21 inh 2.7 and KCNQ2 block inactive.
COc1ccc(-c2nn3c(-c4cccc(C)c4)nnc3s2)cc1OC was read as Kir21 inh 0.45 and KCNQ2 block inactive.
Screening CC(C)n1c(=O)[nH]c2ccccc21 returned Kir21 inh 0.21 and KCNQ2 block inactive.
Screening CNC(=O)C(=O)NCC1OCCN1S(=O)(=O)c1ccc(OC)c(OC)c1 (stereo not given) returned Kir21 inh -0.07 and KCNQ2 block inactive.
Screening O=C(NC1CCCCC1)c1cc(S(=O)(=O)N2CCOCC2)c(Cl)cc1Cl returned Kir21 inh 2.9 and KCNQ2 block inactive.
For CCN=C1SC(CC(=O)Nc2sc3c(c2C#N)CCCC3)C(=O)N1CC (stereo not given) the results were Kir21 inh -0.44 and KCNQ2 block inactive.
`CC1(C)SCC(C(=O)O)N1C=O` (stereo not given) gave Kir21 inh -0.08 and KCNQ2 block inactive.
COc1cc(OC)nc(NC(=O)COC(=O)C2CCCCC2)n1 was read as Kir21 inh 0.3 and KCNQ2 block inactive.
`CCC1CCc2c(sc(NC(=O)C3CC=CCC3C(=O)O)c2C#N)C1` (stereo not given) gave Kir21 inh 0.33 and KCNQ2 block inactive.
O=C(COc1ccccc1)NCC(=O)N/N=C/c1ccc(Br)cc1 was read as Kir21 inh -1.9 and KCNQ2 block inactive.
CCOC(=O)c1cc(-c2ccc(Cl)cc2)nc2onc(C)c12 was read as Kir21 inh 1.1 and KCNQ2 block inactive.
`O=C(c1cccs1)N(Cc1cccc(Cl)c1)C1CCS(=O)(=O)C1` (stereo not given) gave Kir21 inh -0.47 and KCNQ2 block inactive.
`S=C(NCc1ccco1)N/N=C/c1ccccc1Cl` gave Kir21 inh 0.42 and KCNQ2 block inactive.
COc1ccc(-c2cc(C(=O)N(C)Cc3ccc(OC)c(OC)c3OC)c3ccccc3n2)cc1OC was read as Kir21 inh 0.03 and KCNQ2 block inactive.
`Cn1ccnc1CN1CCN(C(=O)c2cc(COc3ccc(F)c(F)c3)on2)CC1` gave Kir21 inh -0.24 and KCNQ2 block inactive.
`Clc1ccc(OCCOCCN2CCCCC2)c(Br)c1` gave Kir21 inh -2.1 and KCNQ2 block inactive.
For Cc1ccc(Nc2cc(=O)oc3ccccc23)c(C)c1 the results were Kir21 inh 1.8 and KCNQ2 block inactive.
`CCOc1cc(C(=O)N[C@@H](C)C(=O)N2CCC3(CC2)NCCc2[nH]cnc23)cc(OCC)c1OCC` gave Kir21 inh -0.9 and KCNQ2 block inactive.
For Cc1ccc(NC(=O)CN2C(=O)CSC2=O)cc1 the results were Kir21 inh 1.8 and KCNQ2 block inactive.
For CC1(CC(=O)O)SC(=O)NC1=O (stereo not given) the results were Kir21 inh -4.7 and KCNQ2 block inactive.
C#Cc1ccc([C@@H]2C=C(C(=O)N3CCN(Cc4ccc5c(c4)OCO5)CC3)O[C@H](OCCCCO)C2)cc1 was read as Kir21 inh 0.08 and KCNQ2 block inactive.
O=C(CN(Cc1ccc(Br)cc1)S(=O)(=O)c1ccccc1)NCc1cccnc1 was read as Kir21 inh -0.01 and KCNQ2 block inactive.
For C=C(C)c1cccc(C(C)(C)NC(=O)N2CCCC(C)C2)c1 (stereo not given) the results were Kir21 inh -2 and KCNQ2 block inactive.
Screening CC(=O)N1CCCN(Cc2cn(-c3cccc(C)c3)nc2-c2cccc(F)c2)CC1 returned Kir21 inh 0.13 and KCNQ2 block inactive.
`O=C1CC2(CCN(C(=O)COc3ccccc3)CC2)Oc2ccccc21` gave Kir21 inh 0.03 and KCNQ2 block inactive.
`CCCN1C(=O)/C(=C/c2ccc(C)s2)SC1=Nc1ccc(OC)cc1` gave Kir21 inh -3.8 and KCNQ2 block -6.2*.
For O=C(COc1ccc(S(=O)(=O)NCc2ccccc2)cc1)N1CCOCC1 the results were Kir21 inh 0.94 and KCNQ2 block inactive.
CC(=O)Oc1ccc(N2C(=O)C3C(C2=O)C2C=CC3C23CC3)cc1[N+](=O)[O-] (stereo not given) was read as Kir21 inh -0.1 and KCNQ2 block inactive.
Screening CSc1nsc(SC)c1C(=O)OCC(F)(F)F returned Kir21 inh -0.07 and KCNQ2 block inactive.
`O=C(O)c1ccc(NC(=S)NC(=O)c2ccc(-c3ccccc3)cc2)cc1` gave Kir21 inh 0.64 and KCNQ2 block inactive.
COc1ccc(OC)c(S(=O)(=O)N2Cc3ccccc3CC2C(=O)O)c1 (stereo not given) was read as Kir21 inh 1.1 and KCNQ2 block inactive.
For COc1ccc(Oc2coc3cc(OCC(=O)N4CCCCC4)ccc3c2=O)cc1 the results were Kir21 inh -0.38 and KCNQ2 block inactive.
`Cc1cc(C)cc(NC(=O)C2CCCN(S(=O)(=O)c3ccc4[nH]c(=O)ccc4c3)C2)c1` (stereo not given) gave Kir21 inh 1.2 and KCNQ2 block inactive.
CCOC(=O)CS(=O)(=O)CC(=O)Nc1ccc([N+](=O)[O-])cc1OC was read as Kir21 inh -1 and KCNQ2 block inactive.
`O=C(c1ccccc1)N1CCOC12CCN(c1ncc(C(F)(F)F)cc1Cl)CC2` gave Kir21 inh -0.22 and KCNQ2 block inactive.
For COC(=O)c1ccc(NS(=O)(=O)c2cc3c4c(c2)CCC(=O)N4CCC3)cc1 the results were Kir21 inh 0.83 and KCNQ2 block inactive.
Screening OCCNCCOc1ccccc1F returned Kir21 inh 0.43 and KCNQ2 block inactive.
For COc1ccc(S(=O)(=O)n2nc(-n3c(C)ccc3C)c3c(F)cccc32)cc1OC the results were Kir21 inh -0.95 and KCNQ2 block inactive.
Screening CC(C)(C)c1ccc(S(=O)(=O)N2CCCC2C(=O)N2CCOCC2)cc1 (stereo not given) returned Kir21 inh 1.4 and KCNQ2 block inactive.
`CC1(C)CC(=O)C2=C(C1)NC(=O)CC2c1ccc(N(CCC#N)CCC#N)cc1` (stereo not given) gave Kir21 inh 0.63 and KCNQ2 block inactive.
For CCN(Cc1ccccc1)C(=O)COC(=O)c1cc(Cl)nc(Cl)c1 the results were Kir21 inh 0.02 and KCNQ2 block inactive.
For Nc1nonc1-c1nc2ccccc2n1CCC(=O)O the results were Kir21 inh -0.12 and KCNQ2 block inactive.
COc1ccccc1NC(=S)N1CCCCCC1 was read as Kir21 inh -0.33 and KCNQ2 block inactive.
`Cc1ccc2[nH]c3c(c2c1)CN(C(=O)CN1CCSCC1)CC3` gave Kir21 inh 0 and KCNQ2 block inactive.
Screening Cc1sc(NC(=O)c2ccc(F)cc2)c(CN2CCCCCC2)c1C returned Kir21 inh 0.63 and KCNQ2 block inactive.
